Mtb RmlCD inh – blocks M. tuberculosis RmlC and RmlD coupled enzymes. RmlC+RmlD coupled enzyme assay, percent inhibition; primary screen in compound mixtures. inhibition, % at 3.6 µM. 160,000 compounds, 0.03% hits. AID 1533; in the data active = inhibition mostly above about 34%, no sharp cut-off; inconclusive = no clear call, values can overlap the other calls; inactive = mostly below about 22%; note: some results filed as inactive read as strong as hits
Target sequence (P9WH09 whole entry, looked up): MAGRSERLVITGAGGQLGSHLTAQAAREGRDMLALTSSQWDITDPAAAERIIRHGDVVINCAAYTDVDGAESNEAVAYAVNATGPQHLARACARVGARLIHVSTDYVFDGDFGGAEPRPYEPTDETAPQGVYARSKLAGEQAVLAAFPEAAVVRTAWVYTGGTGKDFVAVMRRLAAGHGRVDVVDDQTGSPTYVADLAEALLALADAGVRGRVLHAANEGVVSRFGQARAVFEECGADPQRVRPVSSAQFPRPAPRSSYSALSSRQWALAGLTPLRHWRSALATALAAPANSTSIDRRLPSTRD
Target sequence (P9WH11 whole entry, looked up): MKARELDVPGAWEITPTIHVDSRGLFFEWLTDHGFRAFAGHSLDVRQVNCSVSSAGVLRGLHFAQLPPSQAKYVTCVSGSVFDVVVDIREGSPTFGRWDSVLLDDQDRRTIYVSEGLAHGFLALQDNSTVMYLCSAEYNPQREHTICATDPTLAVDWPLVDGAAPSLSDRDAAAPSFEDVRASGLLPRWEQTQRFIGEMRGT
GlmU inhibition – inhibition of mycobacterial GlmU enzyme – biochemical, glucosamine-1-phosphate acetyltransferase (AID 1376). M. tuberculosis GlmU acetyltransferase enzyme assay; higher % means a stronger effect. 220,000 compounds, 0.25% hits. inhibition, %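 (tested at 30 µM in the primary screen)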, or IC50 in µM where a hit was titrated; in the data active = inhibition above about 13%; inconclusive = no clear call, values can overlap the other calls;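 note: 0% = complete reaction with vehicle and 100% = reaction without substrate; strong numbers were not always called active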
Starred values were filed as active, the others as inactive; ? = inconclusive; · = no result given. Only part of the results is shown; rates above refer to the full screens.

SMILES	Mtb RmlCD inh	GlmU inhibition
N#Cc1ccc(NC(=O)CCc2ccc(S(=O)(=O)N3CCOCC3)cc2)cc1	9	2.1%
COC(=O)[C@H]1C[C@@H]1[C@H](NP(=O)(c1ccccc1)c1ccccc1)c1ccccc1	·	1.3%
CNC(=S)N1CCc2cc(OC)c(OC)cc2C1	·	-1.3%
CCn1c(=O)c2cc(C(=O)N(C)c3ccc(OC)cc3OC)sc2c2ccccc21	11	-5.0%
COc1ccc(CN(CC2CCCO2)C(=O)CN2C(=O)C(C)Oc3ccc(C)cc32)cc1OC (stereo not given)	·	-3.7%
COc1cc(S(=O)(=O)N2CCN(C)CC2)c(OC)cc1Br	·	3.6%
CCOc1ccccc1NC(=O)C1CCN(S(=O)(=O)c2cccc3cccnc23)CC1	10	·
CC(=O)NC(NC(C)=O)c1ccc(N(C)C)cc1	·	1.0%
Cc1noc(C)c1C(=O)Nc1sc2c(c1C(N)=O)CCC2	-7	-12%
Cc1c(C(=O)OCCN2CCCCC2)oc2ccccc12	·	-0.3%
O=C(NC(=S)Nc1ccc(S(=O)(=O)N2CCCC2)cc1)C1CCC1	11	0.9%
Cc1ccc(C(=O)Oc2ccc(C(=O)COC(=O)c3cnccn3)cc2)cc1	·	0.0%
CC[N+]1(CC)CC2=Cc3c(ccc4ccccc34)CC2C1 (stereo not given)	8	-4.3%
CC(C)(C)c1ccccc1OCCOCCSc1ncccn1	·	-2.0%
O=C(/C=C/c1cccc([N+](=O)[O-])c1)NC1CC2CCC1C2 (stereo not given)	·	1.6%
O=C(NCc1ccc2c3c(cccc13)C(=O)N2)c1cccs1	12	-5.0%
Cc1nc2ccccc2c2c1CC(C)S2 (stereo not given)	-6	10%
CCCCn1c(/C=N/Nc2nc3ccccc3[nH]2)nc2ccccc21	4	-1.1%
COc1ccc(Oc2nc(-c3ccncc3)nc3ccccc23)cc1	15	1.4%
Cc1ccccc1OCCCSc1nc2ccccc2[nH]1	7	-2.4%
Cn1cc([N+](=O)[O-])c(C(=O)Nc2ccc(Br)cn2)n1	14	3.8%
CC(C)(C)n1nnnc1C(c1cccs1)N1CCN(Cc2ccccc2)CC1 (stereo not given)	·	-1.5%
COCC(C)NC(=O)COc1nncc2ccccc12 (stereo not given)	-5	-1.6%
COc1ccc(CN2CCN(S(=O)(=O)c3ccc(C)cc3)CC2)cc1Br	10	·
CC(c1ccco1)N(C(=O)c1ccccc1NS(=O)(=O)c1ccc(Cl)c([N+](=O)[O-])c1)c1ccccn1 (stereo not given)	64	-7.0%

Next section
SMILES	Mtb RmlCD inh	GlmU inhibition
O=[N+]([O-])c1ccccc1-c1ccc(C(=S)N2CCCCC2)o1	-3	4.3%
Cc1nc2ccccc2c(=O)n1NC(=O)c1ccco1	·	3.8%
CC1CCN(C(=O)CN2C(=O)c3cccc4cccc(c34)C2=O)CC1	7	-3.6%
CCN(CC)CCCN(Cc1cc2cc3c(cc2[nH]c1=O)OCO3)C(=S)Nc1ccc(OC)cc1	2	-2.8%
CC(=O)Nc1ccc(NS(=O)(=O)c2ccc(Cl)c(C(=O)O)c2)cc1	9	-0.9%
Clc1cccc(Oc2cnns2)c1Cl	18	7.8%
Cc1cc2c3c(c1)C1(SCC(=O)N1c1ccc(F)cc1)C(=O)N3C(C)(C)CC2C (stereo not given)	4	-2.9%
Cc1ccccc1Cc1c(C)nc2c(C(=O)NCc3ccco3)cnn2c1C	37	9.7%
Cc1ccc2nc(NC(=O)c3cc(-c4ccco4)nc4ccccc34)sc2c1	5	-1.4%
COC(=O)C1=CN(CC2CCCO2)C=C(C(=O)OC)C1c1ccsc1 (stereo not given)	-4	-0.2%
COc1cccc(C(=O)C2CCCN(Cc3cccc(C)n3)C2)c1 (stereo not given)	?	-0.1%
NC(=O)C1CCN(/C=C2\C(=O)NC(=O)N(Cc3ccco3)C2=O)CC1	3	3.6%
O=C(Cc1ccc(Cl)cc1Cl)NCC1(N2CCOCC2)CCCCC1	·	-1.4%
CSc1ccccc1C(=O)NCC(c1ccco1)N1CCCCC1 (stereo not given)	-10	8.7%
Cc1oc(-c2cccs2)nc1CSCC(=O)NC1CC1	35	-3.8%
O=S(=O)([N-]c1nc2ccccc2nc1-[n+]1ccc(Cc2ccccc2)cc1)c1ccc(Br)s1	-2	2.7%
O=C(O)CCC(=O)NCc1ccc(F)cc1	14	-2.2%
Cc1ccc(Nc2ncnc3c2cnn3C)cc1	8	6.2%
COc1cccc2sc(N(C)c3ccccc3)nc12	12	-8.3%
CCN1CCN(c2nc3c(c(=O)[nH]c(=O)n3C)n2CCCc2ccccc2)CC1	10	-3.3%
CCOC(=O)c1sc(=S)n(-c2ccccc2)c1N(C(C)=O)C(C)=O	-10	0.2%
Cc1ccc(OCC(=O)Nn2c(C)nc3ccccc3c2=O)c(C(C)C)c1	-9	-1.7%
O=C(Nc1ccc(Cl)cc1)Nc1nnc(SCc2ccc(Cl)cc2)s1	7	1.9%
O=C1C2CCCN2C(c2ccc(F)cc2)N1c1nccs1 (stereo not given)	·	-5.7%
CCOC(=O)c1sc(N(Cc2ccccc2)C(=O)CSc2ncn[nH]2)nc1C	5	4.9%

Single records, from the list above:
`CCOC(=O)c1sc(=S)n(-c2ccccc2)c1N(C(C)=O)C(C)=O` in the list: Mtb RmlCD inh = -10; GlmU inhibition = 0.2%
`COc1cccc2sc(N(C)c3ccccc3)nc12` in the list: Mtb RmlCD inh = 12; GlmU inhibition = -8.3%

The listing continues:
SMILES	Mtb RmlCD inh	GlmU inhibition
Cc1cc(NC(=O)c2cc(-c3ccc(C)s3)nc3ccccc23)no1	·	2.4%
O=C(C1CCCCC1)N1CCN=C1SCc1cccc([N+](=O)[O-])c1	·	2.6%
COc1cc(C2CC(=O)c3c([nH]c(C(=O)OCCOC(C)C)c3C)C2)cc(OC)c1OC (stereo not given)	·	-2.9%
O=C1Nc2ccccc2C1(O)Cc1ccncc1 (stereo not given)	13	1.1%
Cc1nn(CCCC(=O)NCc2ccccc2)c(C)c1[N+](=O)[O-]	-5	3.7%
CC(=O)Nc1sc2c(c1C(c1ccccn1)N1CCCC1)CCCC2 (stereo not given)	0	-1.4%
CN1CCN(C(=O)Nc2cccc3ccccc23)CC1	-1	-2.9%
CC(/C=N/NC(=O)c1nn(C)c(C)c1Br)=C\c1ccccc1	-6	4.4%
O=C(Nc1nc(-c2ccccn2)cs1)c1ccc(Cl)s1	2	1.4%
CCOc1ccc(CNC(=O)CCS(=O)(=O)Cc2ccccc2C)cc1OC	-4	-7.7%
COc1cccc(C(=O)N2CCC3(CC2)OCCO3)c1	-9	-3.2%
CCC(CC)C(=O)Nc1cc(C(=O)NCCc2ccccc2)ccc1Cl	-1	-4.0%
Cc1ccc2nc(-c3ccccc3)cn2c1	·	-6.9%
COC(=O)c1ccc(NC(=O)c2ccc(C)cc2)o1	-11	1.7%
COc1ccc(Cn2c(-c3ccc(Cl)cc3)c[n+]3ccccc23)cc1	0	-11%
O=C(CNC(=O)c1cccc(Cl)c1)N/N=C/c1cccnc1	4	1.5%
Cc1ccccc1N(CC(=O)N/N=C/c1ccc(F)cc1)C(=O)c1ccccc1	·	2.9%
CCN(CC(=O)NC1CCS(=O)(=O)C1)S(=O)(=O)c1ccc(C)cc1C (stereo not given)	7	-4.3%
O=C(Nc1cccnc1)Nc1ccccc1Cl	7	0.6%
CCC(=O)N/N=C(\C)CC(=O)Nc1ccccc1-c1ccccc1	-9	2.7%
COc1cc(OC)cc(N(C(=O)C2COc3ccccc3O2)C(C(=O)NC2CCCCC2)c2ccc(O)cc2)c1 (stereo not given)	-8	1.2%
Cc1c(Cc2ccc3c(c2)OCO3)sc(NC(=O)C(C)(C)C)c1C#N	0	-2.1%
CCCCN(CC)C(=O)c1n[nH]c(=O)c2ccccc12	·	1.0%
COCCNC(=O)CN1CCC(n2c(C)nc3cc(C(F)(F)F)ccc32)CC1	·	5.3%
C=CCN(c1ccccc1C(=O)NCC(=O)O)S(=O)(=O)c1ccc(C)cc1	28	4.7%

(continued)
SMILES	Mtb RmlCD inh	GlmU inhibition
N=c1sccn1CC(=O)Nc1ccc(SC(F)F)cc1	1	-6.2%
CCCCC(=O)Nc1ccc(C(=O)Nc2nnc(COC)s2)cc1	·	-1.2%
COc1ccc(/C=N/N2C(=O)C3C4C=CC(CC4)C3C2=O)c(OC)c1 (stereo not given)	3	1.4%
Cc1ccc(S(=O)(=O)N2CCOCC2)cc1NC(=O)COC(=O)CSc1ccc(Br)cc1C	-5	-1.3%
Cc1cc(NC(=O)CCCN2C(=O)/C(=C/c3cccs3)SC2=S)no1	-5	-8.7%
Cc1nc(-c2ccccc2)nc2[nH]c(=O)n(-c3ccccc3)c(=O)c12	·	-1.9%
O=C(NCn1ccc(=O)[nH]c1=S)c1ccccc1	14	1.4%
CCN(CCO)C(=S)Nc1cc(S(=O)(=O)N(C)C)ccc1C	-11	-1.5%
O=C1C(C=Nc2ccccc2O)=C(O)c2ccccc21	5	-2.3%
COc1ccc(C(CC(=O)N2CCCC2)c2c(OC)cc(OC)c3c(-c4ccccc4)cc(=O)oc23)cc1 (stereo not given)	·	1.8%
O=C(NC1CCCC1)C1CC(c2ccc(F)cc2)=NO1 (stereo not given)	·	0.4%
Cc1c(NC(=O)C(C)OC(=O)CNC(=O)c2ccc(C(C)(C)C)cc2)c(=O)n(-c2ccccc2)n1C (stereo not given)	50	-7.2%
CC(C)CC1CC(=O)OC1(C)C(=O)CSc1nc2ccccc2s1 (stereo not given)	·	-5.5%
CC1CC(C)CN(CCCNC(=O)C2CCC(=O)N2C2CCCC2)C1 (stereo not given)	-6	2.9%
COc1cccc(C2NC(=O)NC(C)=C2C(=O)OCCSC)c1OC (stereo not given)	·	2.5%
Cn1cccc1/C=C1\Cc2ccccc2C1=O	5	3.7%
COC(=O)c1sccc1-c1ccc(C(=O)Nc2cccnc2)o1	-7	-3.1%
COc1ccc(S(=O)(=O)N2CCCC(C(=O)Nc3ccc4c(c3)OCCO4)C2)cc1 (stereo not given)	·	2.2%
CC1=CC(C)(C)N(C(=O)CSc2nnc(N)s2)c2ccccc21	-1	-0.7%
CSCCCNC(=S)N(C)CC(=O)Nc1ccc(C)cc1	·	-5.4%
CCOc1ccccc1CN1CCN(Cc2ccon2)CC1CCO (stereo not given)	·	-0.2%
Cc1ccc(C(=O)C2CCOC(C)(C)C2)cc1 (stereo not given)	-4	-4.9%
O=C(Nc1nnc(CCS(=O)(=O)c2ccc(Br)cc2)s1)c1ccc([N+](=O)[O-])cc1	·	2.9%
O=C(COCCOCC(=O)N(c1ccccn1)C1CCCCC1)N(c1ccccn1)C1CCCCC1	·	1.7%
Cc1coc2cc3oc(=O)c(CCC(=O)O)c(C)c3cc12	·	0.2%

By substructure, the compounds so far containing an aryl thioether with sulfur outside any ring
SMILES	Mtb RmlCD inh	GlmU inhibition
CC(C)(C)c1ccccc1OCCOCCSc1ncccn1	·	-2.0%
Cc1ccccc1OCCCSc1nc2ccccc2[nH]1	7	-2.4%
CSc1ccccc1C(=O)NCC(c1ccco1)N1CCCCC1 (stereo not given)	-10	8.7%
O=C(Nc1ccc(Cl)cc1)Nc1nnc(SCc2ccc(Cl)cc2)s1	7	1.9%
CCOC(=O)c1sc(N(Cc2ccccc2)C(=O)CSc2ncn[nH]2)nc1C	5	4.9%
N=c1sccn1CC(=O)Nc1ccc(SC(F)F)cc1	1	-6.2%
Cc1ccc(S(=O)(=O)N2CCOCC2)cc1NC(=O)COC(=O)CSc1ccc(Br)cc1C	-5	-1.3%
CC(C)CC1CC(=O)OC1(C)C(=O)CSc1nc2ccccc2s1 (stereo not given)	·	-5.5%
CC1=CC(C)(C)N(C(=O)CSc2nnc(N)s2)c2ccccc21	-1	-0.7%

(list continues)
SMILES	Mtb RmlCD inh	GlmU inhibition
CC(C)OP(=O)(O)NC(=O)c1ccccc1	-9	-3.4%
O=C(CSc1nc2ccc(Nc3nc(N4CCOCC4)nc(N4CCOCC4)n3)cc2s1)N1CCOCC1	-2	0.4%
COCc1cc(C)nc(N/N=C/c2ccc(-c3cc(C(=O)O)ccc3Cl)o2)c1C#N	·	6.9%
CC(C)[C@H](NC(=O)c1ccccc1)C(=O)OCC(=O)/C=C1/N(C)c2ccccc2C1(C)C	-12	2.6%
Cc1ccccc1OCCCCCn1ccnc1	-2	-3.8%
Cc1ccc(NC(=O)C2C3/C=C\CCCCC32)cc1 (stereo not given)	-4	1.6%
CCCCCc1ccc(-c2ccc(/C=C/C(=O)O)cc2)nc1	-12	2.4%
COc1cc2[nH]c(=S)n(Cc3ccc(C)o3)c(=O)c2cc1OC	-5	-6.2%
COc1ccc(NC(=O)N2CCCC2C(=O)NCc2ccc(F)cc2)cc1 (stereo not given)	·	3.9%
Cc1cc(C)n2c(SCC(=O)Nc3ccc(F)cc3F)nnc2n1	-8	1.1%
O=c1oc2ccccc2c(Nc2ccc3ccccc3c2)c1[N+](=O)[O-]	-4	1.7%
Cc1cc(NC(=O)c2ccc(S(=O)(=O)N3CCOCC3)cc2)nc2c1c(=O)oc1ccccc12	·	6.3%
O=C(Cn1ncc2ccccc21)N1CCc2ccccc21	-3	5.9%
COc1cc2c(cc1NC(=O)C(C)Sc1ccc(C)cc1)oc1ccccc12 (stereo not given)	5	-4.3%
Cc1cccc(C(=O)NC2CC(C)(C)NC(C)(C)C2)c1	·	0.4%
O=S(=O)(c1cccc(C(F)(F)F)c1)N1CCN(c2cnccn2)CC1	-34	-2.5%
C/C(=N\NC(=S)Nc1cccc(C)c1)c1cc2ccccc2o1	·	-5.9%
CCn1nnnc1SCC(=O)NC1Cc2ccccc2C1	-9	6.6%
CC(=O)Nc1ccc(OC(=O)c2cccnc2)cc1	-2	-1.5%
O=C(c1ccc(Cn2c(=O)[nH]c3ccccc3c2=O)cc1)N1CCN(c2ccc(Cl)cc2)CC1	·	-2.3%
COc1ccc(/C=C/c2nnc(NC(C)=O)s2)cc1	10	1.0%
